# Screening data: PubChem, several laboratories
# p-CIP stab down: p/CIP protein destabilization. Q05BA5. F442A p/CIP-EGFP cells, EGFP fluorescence, 16 h. actives 0.01% (n = 290,000). decrease of EGFP signal, % at 10 µM. AID 1984;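 active = EGFP signal decrease of at least 30% at 10 µM or well 3 SD below plate mean, unless failing retest; inactive = the rest, including hits failing retest or dose response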; note: some compounds called inactive have numbers as strong as hits; many of its hits are not listed in these tables
# VIM-2 inh: blocks Pseudomonas aeruginosa VIM-2 metallo-beta-lactamase; AID 1527; purified VIM-2, nitrocefin hydrolysis, epi-absorbance fluorescence; inhibition, % at 5.6 µM; actives 0.89% (n = 290,000);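 active = inhibition above the mean of all tested compounds plus 3 SD, cutoff set per screening run, cut at about 7.5% in these data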;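 note: red hydrolysis product quenches plate fluorescence so inhibitors raise well fluorescence; 0% = enzyme with DMSO and 100% = DMSO without enzyme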
# IDE cell inh: cellular human IDE inhibition; HEK cells, FAbetaB cleavage, fluorescence polarization; inhibition, % at 5.59 µM; actives 0.41% (n = 320,000);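 active = percent inhibition above the average of all tested compounds plus 3 SD, set per screening campaign, cut at about 16% in these data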;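 note: IDE supplied by intact live HEK cells; FP after avidin binding of uncleaved biotin substrate so inhibition keeps polarization high; 0% = DMSO wells and 100% = 60 µM reference IDE inhibitor Ii1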
# IMP-1 inh: inhibitors of Pseudomonas aeruginosa IMP-1 metallo-beta-lactamase | purified IMP-1, nitrocefin hydrolysis, epi-absorbance fluorescence | inhibition, % at 5.6 µM | actives 0.45% (n = 290,000);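 active = inhibition above the mean plus 3 SD of all compounds in the same screening run, cut at about 4.5% in these data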;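 note: 0% = IMP-1 with DMSO and 100% = DMSO wells lacking enzyme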
#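 assay system = purified recombinant IMP-1 metallo-beta-lactamase enzyme | schedule = 15 min preincubation plus 25 min reaction at 25 °C | signal = Epi-absorbance fluorescence, 480 nm excitation, 530 nm emission | read-out basis = percent inhibition from optical density relative to buffer-blank wells | controls = IMP-1 with DMSO as 0%, enzyme-free DMSO as 100%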
# GalR3 antag: blocks the human galanin receptor 3. O60755. HEK293 GalR3-CNG cAMP membrane potential fluorescence; galR3 body fused to GalR1 C-terminus. inhibition, % at 3 µM. actives 0.44% (n = 360,000). AID 651719;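 active = inhibition above the screen-wide average plus 3 SD, cut at about 13% in these data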;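 note: forskolin and galanin both at EC90 stimulate the cells; cAMP rise reported by CNG channel membrane potential dye signal; 0% = forskolin plus galanin with DMSO and 100% = forskolin alone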
# Target sequence (O60755 1-299 limits assumed): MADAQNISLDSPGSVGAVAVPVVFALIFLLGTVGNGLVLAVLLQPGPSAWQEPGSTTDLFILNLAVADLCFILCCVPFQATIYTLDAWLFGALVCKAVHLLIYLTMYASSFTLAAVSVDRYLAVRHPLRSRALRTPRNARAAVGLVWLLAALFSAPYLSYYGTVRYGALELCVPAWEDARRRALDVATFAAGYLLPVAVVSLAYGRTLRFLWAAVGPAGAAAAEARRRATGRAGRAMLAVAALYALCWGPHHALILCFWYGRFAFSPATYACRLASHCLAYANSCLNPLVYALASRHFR
# SUMO HTRF inh: blocks human SUMOylation mediated by UBC9. HTRF SUMOylation assay, SAE1/SAE2 + UBC9, in vitro. inhibition, % at 35 µM. actives 0.36% (n = 290,000); in the data active = inhibition above about 50%, passing the limit was not always enough; note: strong numbers were not always called active
# Target sequence (P63279 whole entry, looked up): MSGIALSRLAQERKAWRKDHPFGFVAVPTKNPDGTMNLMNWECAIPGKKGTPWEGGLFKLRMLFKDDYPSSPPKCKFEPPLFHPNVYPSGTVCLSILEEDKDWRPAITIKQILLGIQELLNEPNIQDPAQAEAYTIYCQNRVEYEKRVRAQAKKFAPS
# HCV NS3 hel inh: HCV NS3 helicase inhibition | NS3 helicase DNA unwinding, Cy5 molecular beacon fluorescence | inhibition, % at 10.9 µM | actives 0.56% (n = 290,000);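 active = inhibition above the mean of all tested compounds plus 3 SD, set per campaign, cut at about 35% in these data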;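 note: 0% = DMSO wells and 100% = thioflavine S control wells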
#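 Test system: hepatitis C virus NS3 helicase domain fragment enzyme. Also added: annealed dual-labelled DNA beacon duplex, ATP-started. Timing: 60 min unwinding reaction at 25 °C after ATP addition. Technique: Cy5 fluorescence. Measure: % inhibition of unwinding.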
# CRFBP-R2 block: blocks CRF-induced signaling of the CRF-BP/CRF-R2 complex. actives 0.59% (n = 350,000). AID 588475. HEK293 CRF-R2/CRF-BP, CRF-induced calcium fluorescence. inhibition, % at 11.8 µM;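 active = inhibition of the ligand-induced calcium signal above about 50% at the single tested concentration, limit read from the data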
# IDE cell activ: boosts human insulin-degrading enzyme activity in HEK cells | actives 0.073% (n = 340,000) | AID 493087 | P14735 | activation, % at 5.96 µM | FAbeta-B cleavage, fluorescence polarization; 0% vehicle, 100% cell-free pure enzyme wells;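 active = activation above the mean of all tested compounds plus 3 SD, set per screening campaign, cut at about 17% in these data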
# An asterisk follows results filed as active; . = not tested or not shown. Compounds were not picked by outcome. Share with any hit: about 3.2%.
SMILES,p-CIP stab down,VIM-2 inh,IDE cell inh,IMP-1 inh,GalR3 antag,SUMO HTRF inh,HCV NS3 hel inh,CRFBP-R2 block,IDE cell activ
O=C(NC(Cc1ccc2c(c1)OCO2)C(=O)NC(Cc1ccccc1)C(=O)O)c1ccccc1 (stereo not given),6,-2.8,-1,-4.7,-1,-7,6,-8,1
COc1cc2ccccc2cc1C(=O)N(CCN(C)C)c1nc2ccc(C)cc2s1,2,-0.3,6,-0.8,-2,-28,-63,-6,1
Cc1nn(Cc2ccccc2)c(C)c1C(=O)Nc1ccc(N2CCOCC2)cc1,0,-3.3,-3,-3.3,-3,21,0,10,-1
COc1ccc(-c2n(Cc3ccccc3)c3ccccc3[n+]2Cc2ccccc2)cc1,-15,-0.6,-3,-1.8,-6,7,-28,-41,0
COc1cccc(C(=O)NCCN2C(=O)S/C(=C/c3cccs3)C2=O)c1OC,0,-1.0,-5,-0.9,-4,10,-1,2,2
Cc1c(C(=O)O)cccc1-n1c(C)cc(/C=N/Nc2ccc([N+](=O)[O-])cn2)c1C,2,-5.4,-2,-4.3,-6,-7,30,-4,2
COc1ccc(N2CCN(CCCNC(=O)C3(S(=O)(=O)c4ccc(Cl)cc4)CC3)CC2)cc1,-1,-0.5,-3,-4.4,.,-12,-22,-25,3
Cc1ccccc1OCCNC(=O)c1ccco1,-11,1.0,4,-4.0,-11,4,14,5,2
CC(OC(=O)/C=C/c1cccc(Cl)c1)C(=O)NC1CCCCC1C (stereo not given),.,.,-11,.,-3,.,.,-1,2
Cc1cccc(NC(=O)/C(C#N)=C\c2ccc(C(=O)O)cc2)c1,-4,-3.1,-2,-0.8,-5,9,-12,9,-2
CN(C(=O)COC(=O)/C=C/c1ccc2c(c1)OCO2)c1c(N)n(Cc2ccccc2)c(=O)[nH]c1=O,.,.,-3,.,-3,.,.,3,-1
C[C@H](CO)N1C[C@H](C)[C@@H](CN(C)C(=O)Nc2ccc3c(c2)OCO3)Oc2c(NS(=O)(=O)c3ccc(F)cc3)cccc2C1=O,.,.,4,.,-5,.,.,4,-3
COc1ccccc1N1CC(C)(C)C(=O)N(C(=O)c2ccc(C)cc2)C1=S,0,-0.2,-3,-0.8,-2,-6,2,-1,9
C=CCn1c(C)nnc1SCC(=O)c1[nH]c(C)c(C(C)=O)c1C,13,-0.3,-1,-0.9,4,0,1,0,-5
Cc1ccc2cc(CCNS(=O)(=O)c3ccc(F)cc3)c(=O)[nH]c2c1C,-12,-2.8,2,-2.4,1,8,-5,-10,1
CCN(CC)c1ccc(NC(=O)COC(=O)CCC(=O)c2cccs2)cc1,.,.,-2,.,4,.,.,-7,6
Nc1c(C(=O)N/N=C/c2cccnc2)oc2nc(-c3ccccc3)cc(-c3ccco3)c12,-11,-1.4,5,-1.8,-1,28,15,-13,.
Cc1ccc(-c2nnn(Cc3nc(N)nc(N4CCOCC4)n3)n2)cc1,-7,-0.7,7,-3.4,-6,2,1,-8,1
CC(C)(C)c1ccc(SCCc2cccnc2)cc1,-6,-3.6,5,-2.4,-5,0,-4,71*,3
Cc1cccc(C(=O)NCc2ccco2)c1,0,3.5,1,1.0,-10,-19,26,-14,0
O=C(CSc1nc2ccccc2c(=O)[nH]1)c1ccccc1,-7,-2.6,2,-2.5,-2,-25,-1,3,-1
C/C(=C\C(=O)c1ccc(C)cc1)Nc1ccc(N2CCOCC2)cc1,1,-1.5,.,-8.6,.,9,20,.,.
Cc1noc(C)c1C(=O)N(C)Cc1ccccc1,1,-0.8,-8,1.3,-1,0,-1,4,4
Cn1nnc2c(N3CCCCC3)nccc21,-7,0.0,3,0.1,-1,-10,14,-1,-1
Cc1cc(NCC2CCCO2)n2c(nc3ccccc32)c1C#N (stereo not given),-10,13*,5,-2.4,-4,10,-4,-1,0

# Next section:
SMILES,p-CIP stab down,VIM-2 inh,IDE cell inh,IMP-1 inh,GalR3 antag,SUMO HTRF inh,HCV NS3 hel inh,CRFBP-R2 block,IDE cell activ
O=C(NC12CC3CC(CC(C3)C1)C2)N1CC2Cc3cccc(=O)n3C(C2)C1 (stereo not given),-8,-3.9,4,-3.5,-2,3,3,2,5
Cc1ccc(-n2nnnc2SCC(=O)N2CCNC2=O)cc1C,.,.,-1,.,-7,.,.,-9,1
CCOC(=O)c1c(C)[nH]c(C)c1S(=O)(=O)N1CCCCC1,2,1.3,1,-0.5,2,6,8,-14,8
CC1CCCC(C)N1C(=O)COC(=O)c1cc(-c2cccs2)nn1-c1ccccc1 (stereo not given),.,.,-3,.,-5,.,.,-9,4
O=C(CSc1ccc(F)cc1)Nc1ccc(C2SCCS2)cc1,-19,-0.4,2,-0.5,-5,10,-7,10,.
O=C1C=C(Nc2ccccc2)c2ccccc2C1=O,-2,-2.4,.,-2.2,-3,.,2,38,5
Cc1ccc([N+](=O)[O-])cc1-c1ccc(/C=C(\C#N)c2[nH]nc(N)c2C#N)o1,-7,-0.5,1,-3.2,-7,46,19,3,8
Cn1nc(C(F)(F)F)c2cc(C(=O)N3CCOCC3)sc21,-9,-1.5,5,-1.9,-5,7,4,2,6
O=C(Nc1ccc(C(=O)c2ccccc2)cc1)c1ccccc1,-10,-1.9,7,-4.0,-11,-6,-5,-1,-6
NC1=NC(=O)S/C1=C\c1ccc(F)cc1,4,-1.1,-3,-3.3,3,10,-3,5,2
NC(=O)c1cccn1Cc1ccccc1Cl,-4,-0.8,1,0.0,-8,-5,6,18,-2
CC(C)NC(=O)c1c(O)c2ccccc2[nH]c1=O,2,0.7,-5,-2.2,-8,18,-1,9,-3
NS(=O)(=O)c1ccc(CCNC(=O)COC(=O)CC(c2ccccc2)c2ccccc2)cc1,-9,2.2,-3,-0.1,-3,4,-6,-4,.
C=CCCC(=O)N1CCC(n2nccc2NC(=O)CCCc2ccccc2)CC1,7,-2.2,-2,-2.8,-1,3,2,9,-2
C(=N\N1CCN(Cc2ccccc2)CC1)/c1ccccc1,-3,-0.1,-5,-2.6,-6,-4,0,1,0
COc1ccc(CNCc2ccc(F)cc2)c(OC)c1,-2,-2.8,1,-1.3,-6,-3,-7,2,3
Cn1cc(Br)c(C(=O)N/N=C/c2cc3c(cc2Cl)OCO3)n1,-4,-0.8,.,-1.0,-4,-2,-9,-5,1
COC(=O)Cc1ccc(NC(=S)NCc2cccc(OC)c2)cc1,-13,-3.1,-3,-2.8,-1,11,3,15,5
COc1ccc(NC(=O)Cn2nnc(C(=O)NCCc3ccccc3)c2N)c(OC)c1,15,0.4,10,-0.8,-6,9,-9,-6,7
COc1ccccc1CNC(=O)C1Cc2cc(S(=O)(=O)N3CCCCC3)ccc2N1C(C)=O (stereo not given),-2,-1.5,6,0.2,-8,-2,10,-15,3
O=C(C1CC(c2ccccc2O)=NO1)N1CCc2ccccc2C1 (stereo not given),-1,-3.0,5,-4.1,-11,8,-4,-24,-1
O=C(NC(c1ccccc1)c1ccccn1)c1cccc([N+](=O)[O-])c1 (stereo not given),-6,0.8,2,-0.6,8,-18,-2,-10,.
CCn1cc(CNC(=S)Nc2cccc3ccccc23)cn1,0,0.4,2,-2.0,-4,4,4,39,1
COc1ccc(NC(C)=O)cc1NC(=O)CN1CCN(CC(=O)Nc2ccccc2Cl)CC1,-13,1.5,7,-1.3,8,13,-11,3,0
COc1ccc(N2CCN(C(=O)c3ccc(NS(=O)(=O)c4ccc(F)c(F)c4)cc3)CC2)cc1,-18,-4.0,14,-6.1,-5,14,-3,0,1

# Carrying on:
SMILES,p-CIP stab down,VIM-2 inh,IDE cell inh,IMP-1 inh,GalR3 antag,SUMO HTRF inh,HCV NS3 hel inh,CRFBP-R2 block,IDE cell activ
COc1ccccc1C(=O)N/N=C(\C)CC(=O)Nc1ccccn1,15,-1.2,-3,-3.1,-10,-3,4,7,5
COC(=O)c1ccccc1NCc1cc(=O)oc2cc(O)c(O)cc12,5,1.0,2,-2.5,0,0,7,-4,-1
CC1CCc2sc(C(=O)Nc3nnc(SCc4ccc(F)cc4)s3)cc2C1 (stereo not given),0,-2.3,7,-7.4,7,-7,-1,-9,1
OCCNc1cc(Cl)ncn1,0,-2.9,3,-1.8,7,22,-13,-4,-6
O=C(Nc1cc(C(F)(F)F)ccc1Cl)c1cccc(N2C(=O)CCC2=O)c1,17,1.8,0,-0.1,-2,18,-8,0,-1
CCc1cccc2c1NC(=O)C21OCCO1,13,-0.6,-1,-1.1,-9,-30,3,-3,5
O=C(c1ccc(S(=O)(=O)Cc2ccccc2F)c([N+](=O)[O-])c1)N1CCCC1,15,-1.3,11,-1.7,-2,-10,-8,0,-1
CCC1C(=O)NCCN1C(=O)c1ccccc1OC1CCN(S(C)(=O)=O)CC1 (stereo not given),-17,0.9,-6,-1.3,-8,-4,-13,-2,0
Cc1ccc(N(C)C(=O)N2CCN(S(=O)(=O)c3ccc(C)cc3)CC2)cc1,2,-1.1,1,-2.5,1,0,-2,2,3
Cc1cc(-c2nc3ccccc3[nH]2)ccc1N,-8,-2.8,2,-3.3,-4,10,16,-7,2
CCc1nc2ccccc2[nH]c1=O,11,-1.1,0,-2.1,-4,13,1,-1,3
CC(C)CN(CCCNC(=O)CC1Oc2ccccc2NC1=O)CC(C)C (stereo not given),0,-3.3,4,-3.1,-7,-2,7,11,3
CC(C)CCCN1CCN=C1N(C)C,-1,-1.6,0,0.5,1,3,7,-5,4
Cc1ccc(C)c(CNC(=O)Nc2ccccc2)c1,-1,0.7,4,-2.6,-7,3,-2,12,3
CCc1cccc2c(C=C(C#N)C#N)cn(CC(=O)N3CCCC3)c12,8,-0.5,-2,-2.0,-6,-9,0,-13,4
Fc1ccccc1Cc1noc(CN2CCN(Cc3ccc4c(c3)OCO4)CC2)n1,-2,-1.0,-2,-1.0,-1,-1,3,-19,-2
CCOC(=O)c1ccc(NC(=S)N(CCCN2CCCCCC2)Cc2ccco2)cc1,5,-2.6,5,-3.3,-10,-7,-47,4,3
Cc1ccc(NC(=O)CN(C)Cc2c(O)ccc3ccccc23)cc1,3,-0.1,4,-1.7,-10,-2,-4,7,.
CN(C)c1ccc(C(CNS(=O)(=O)c2ccc3ccccc3c2)c2c[nH]c3ccccc23)cc1 (stereo not given),8,-4.1,1,-2.0,-3,-34,-36,7,3
CCOC(=O)Cc1cc(=O)[nH]c(/N=C(\N)Nc2ccc(OC)cc2)n1,-6,-3.0,-1,-2.1,-2,15,-3,-4,6
COc1ccc([C@H]2CC(=O)C=C(c3ccc(NC(C)=O)cc3)C2)cc1OC,.,.,8,.,2,.,.,6,-1

# Of the compounds above, 3 contain two or more sulfur atoms:
SMILES,p-CIP stab down,VIM-2 inh,IDE cell inh,IMP-1 inh,GalR3 antag,SUMO HTRF inh,HCV NS3 hel inh,CRFBP-R2 block,IDE cell activ
COc1cccc(C(=O)NCCN2C(=O)S/C(=C/c3cccs3)C2=O)c1OC,0,-1.0,-5,-0.9,-4,10,-1,2,2
O=C(CSc1ccc(F)cc1)Nc1ccc(C2SCCS2)cc1,-19,-0.4,2,-0.5,-5,10,-7,10,.
CC1CCc2sc(C(=O)Nc3nnc(SCc4ccc(F)cc4)s3)cc2C1 (stereo not given),0,-2.3,7,-7.4,7,-7,-1,-9,1
